Yfh1-off respiration: mitochondrial function rescue without frataxin homolog – Friedreich's ataxia, plus single-dose screen, dose response (AID 1465) | S. cerevisiae Yfh1-off respiration, WST-1 reduction, 72 h; higher fold induction means a stronger effect | one-dose fold induction at 50 µM; EC50 in µM for titrated hits | actives 0.074% (n = 220,000);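 active = fold induction of absorbance versus untreated yeast above a set limit, then at least 30% activation at any dose in follow-up; inconclusive = repeats straddling the limit, or above it without dose testing; inactive = fold induction below the set limit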;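 also: activators that raise dye reduction in frataxin-depleted yeast; strong numbers were not always called active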
ER stress rescue: protection against thapsigargin-triggered cell killing – 384-well, CSM14.1, ATP luminescence, primary screen (AID 1222) | CSM14.1 thapsigargin-induced death rescue, ATP luminescence; higher % means a stronger effect | cellular ATP content (survival), % at 20 µM; hits with a dose series show EC50 in µM | 190,000 tested, under 10 active;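 active = EC50 below 50 µM in the dose-response confirmation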;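 also: death triggered by thapsigargin at about 15 µM added after 2 h compound pretreatment; cell ATP read after overnight thapsigargin exposure of roughly 18 to 22 hours; normalized against plate controls of thapsigargin alone and 5% DMSO vehicle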
WT yeast gro inh: growth inhibition of WT yeast, mitochondrial fusion screen | mitochondrial fusion phenotypic screen, WT strain | actives 2.1% (n = 190,000) | inhibition, % at 10 µM; in the data active = inhibition above about 58%; tested in S. cerevisiae
West Nile antiviral: inhibition of WNV-induced cytopathic effect – cell-based, CPE readout (AID 1621); West Nile virus-infected cells, CPE inhibition; higher % means a stronger effect; one-dose CPE inhibition, % at 10 µM; IC50 in µM for titrated hits; actives 0.02% (n = 290,000); in the data active = a potency from the dose series; inconclusive = CPE inhibition mostly from about 3.7% at the one dose, without a potency; inactive = the rest, 99 in 100 with CPE inhibition below about 2.2%; also: strong numbers were not always called active
XIAP antagonists: small molecules displacing peptide from XIAP – biochemical, IAP family, fluorescence polarization (AID 1018). XIAP BIR domain, fluorescence polarization peptide displacement; higher % means a stronger effect. actives 0.007% (n = 200,000). displacement, % at 20 µM, or IC50 in µM where a hit was titrated; in the data active = displacement above about 50%; also: a part of the inactive calls stands beside numbers as strong as those of hits
Dengue-2 NS5 capping: Dengue-2 NS5 methyltransferase inhibitors, primary screen, biochemical, confirmation dose response (AID 588689) | Dengue-2 NS5 methyltransferase capping enzyme assay, biochemical; higher % means a stronger effect | inhibition, % at 25 µM, or IC50 in µM where a hit was titrated | actives 0.3% (n = 340,000); in the data active = a potency from the dose series; inconclusive = inhibition above about 29% without an active follow-up result
SV40 large T antigen: SV40 large T antigen inhibitors, biochemical (AID 1903) | SV40 large T antigen ATPase/helicase inhibition assay; higher % means a stronger effect | inhibition, % at 20 µM, or IC50 in µM where a hit was titrated | actives 0.39% (n = 310,000); in the data active = a potency from the dose series; inconclusive = inhibition mostly from about 32% at the one dose, without a potency; inactive = the rest, 99 in 100 with inhibition below about 32%; also: strong numbers were not always called active
RSV antiviral HEp-2: inhibition of RSV-induced cytopathic effect – HEp-2 cells, primary 10 µM value included (AID 2391); CPE inhibition, % at 10 µM; hits with a dose series show IC50 in µM; actives 0.13% (n = 310,000); HEp-2 cells, RSV-induced CPE inhibition; higher % means a stronger effect; in the data active = a potency from the dose series; inconclusive = CPE inhibition mostly from about 23% at the one dose, without a potency; inactive = the rest, 99 in 100 with CPE inhibition below about 21%; also: strong numbers were not always called active
UTI89 phage lysis: inhibition of K1F phage lysis, E. coli UTI89, bacterial capsule biogenesis inhibitors, alamar blue (AID 488966) | actives 0.02% (n = 340,000) | one-dose inhibition, % at 100 µM; IC50 in µM for titrated hits | E. coli UTI89 K1F phage lysis, alamar blue, 2 h; higher % means a stronger effect;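 active = phage lysis inhibition, versus mean bacterial control, above a set limit; inconclusive = no clear call, values can overlap the other calls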;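 also: capsule biogenesis inhibitors block K1F phage lysis so surviving cells raise fluorescence; higher fluorescence means more inhibition of phage lysis; actives were called in the ten point dose series up to 300 µM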
WT yeast gro inh mutant strain: second read-out of WT yeast gro inh, no call of its own (marks repeat the call); inhibition, %; mitochondrial fusion phenotypic screen, mutant strain inhibition
Dengue-2 NS5 capping pilot replicate: second read-out of Dengue-2 NS5 capping, no call of its own (marks repeat the call); inhibition, %; measured here: pilot screen replicate inhibition
* marks the source's active call; other numbers are inactive results; i = inactive; ? = inconclusive; . = not tested or not shown; [ ] = another dose, or the depositor's remark.

SMILES	Yfh1-off respiration	ER stress rescue	WT yeast gro inh	WT yeast gro inh mutant strain	West Nile antiviral	XIAP antagonists	Dengue-2 NS5 capping	SV40 large T antigen	RSV antiviral HEp-2	UTI89 phage lysis	others
CC(=O)COc1c(-c2ccco2)oc2ccccc2c1=O	.	.	.	.	0.1%	.	2%	9%	1.4%	0.4%
COc1ccc(N(C(C)C(=O)N2CCCC2)S(C)(=O)=O)cc1 (stereo unspecified)	.	.	.	.	-0.2%	.	-11%	9%	1.1%	0.3%
CCc1ccccc1NC(=O)CSc1nnc(-c2ccncc2)o1	i	.	-4	-3	-0.3%	-2.2%	10%	11%	-1.4%	0.2%[50 µM]
CSc1cccc(NC(=O)CN(c2ccccc2)S(=O)(=O)N(C)C)c1	i	-0.5%	-13	9	-0.6%	-3.1%	5%	-2%	-1.2%	0.8%
Cc1ccc(CC(=O)Nc2cc(C)on2)cc1	.	.	.	.	1.2%	.	-7%	5%	2.6%	0.3%[50 µM]
COc1ccc(N2CCN(Cc3nc(N)nc(N4CCCc5ccccc54)n3)CC2)cc1	i	-0.1%	24	26	0.7%	0.3%	-5%	18%	-0.5%	0.1%
COC(=O)c1ccc(NC(=O)c2ccccc2NS(=O)(=O)c2ccccc2)cc1	i	-1.3%	7	16	-1.0%	-0.1%	0%	2%	0.1%	3.7%
COc1ccccc1NS(=O)(=O)c1cccc(C(=O)NCC(c2ccccc2OC)N2CCCC2)c1 (stereo unspecified)	.	.	.	.	.	.	-2%	13%	-1.0%	0.8%[50 µM]
Brc1ccc(COc2ncnc3ccccc23)cc1	i	1.0%	22	8	-1.0%	-0.8%	-7%	9%	1.4%	-1.1%
CC1=CN2C(=N)/C(=C/c3ccco3)C(=O)N=C2S1	i	-7.4%	8	-2	-0.2%	-11%	-4%	19%	0.6%	1.8%
COC(=O)COc1ccc2cc(-c3ccccc3)c(=O)oc2c1	.	.	.	.	-0.3%	.	3%	11%	3.0%	0.1%
CN(C)C(=O)Cn1c(SCC(=O)NC2CCCCC2)nc2ccccc21	i	3.6%	-6	-2	-0.4%	-10%	-3%	2%	3.0%	0.6%
CC(C)COP(=O)(OCC(C)C)C(Nc1ccccc1)c1ccc(F)cc1 (stereo unspecified)	i	-0.4%	22	-21	-1.6%	-6.5%	1%	6%	3.2%	3.6%
Cc1cccc(NC(=O)Cn2cc(C(=O)C3CC3)c3ccccc32)c1	.	.	.	.	-0.5%	.	-11%	1%	2.5%	1.6%
CC1=CCC2C(=O)N(c3cccc(C(=O)Nc4ccc(Cl)cc4)c3)C(=O)C2C1 (stereo unspecified)	.	.	.	.	0.0%	.	0%	9%	?	0.2%
O=C(CNC(=O)c1ccco1)OCc1c(F)cccc1Cl	i	-1.3%	20	16	0.4%	-0.4%	?	6%	2.3%	2.5%
Cc1cccc(Cn2cc(/C=C/[N+](=O)[O-])c3ccccc32)c1	i	-0.2%	-20	-10	-0.1%	-18%	-33%	3%	41%	-0.2%
COc1ccc(/C=C(/NC(=O)c2ccccc2)C(=O)NC(Cc2c[nH]c3ccccc23)C(=O)O)cc1 (stereo unspecified)	.	.	.	.	0.8%	.	-4%	12%	2.1%	-0.1%
CC(=O)N1N=C(c2cccc([N+](=O)[O-])c2)OC1c1cccc(Br)c1 (stereo unspecified)	i	.	66*	43*	-0.3%	-4.7%	2%	0%	2.9%	2.6%
CC1(C)Cc2c(cnn2-c2cccc(F)c2)C(NC(=O)C2CCOCC2)C1 (stereo unspecified)	.	.	.	.	-0.3%	.	2%	-2%	2.4%	0.1%
Cc1ccc(Oc2ccccc2NC(=O)CN2C(=O)NC3(CCCC3)C2=O)cc1	.	.	.	.	0.3%	.	-7%	-8%	2.5%	0.1%
Cc1cccc(OC(=O)NCCOC(=O)N(O)c2ccc(Cl)cc2)c1	i	-2.8%	24	17	-0.4%	-9.2%	-10%	15%	1.7%	-0.1%
CCNC(C(=O)c1c[nH]c2c(CC)cccc12)c1ccccc1 (stereo unspecified)	.	.	.	.	-1.0%	.	-4%	7%	1.4%	0.6%
O=C(NCC1CCCO1)c1cccc(-n2cnnn2)c1 (stereo unspecified)	i	1.3%	18	6	0.1%	0.5%	3%	-4%	1.1%	0.0%
O=C(CCCCCn1c(=O)[nH]c2ccccc2c1=O)NCCc1c[nH]c2ccccc12	i	-1.0%	-14	-10	-0.5%	-2.4%	-9%	4%	0.7%	-0.1%
CCCNc1c(NS(=O)(=O)c2ccc(Br)cc2)c(=O)oc2ccccc12	.	.	.	.	0.1%	.	-9%	8%	0.8%	0.8%
Cc1onc(-c2ccccc2)c1-c1csc(N/N=C/c2ccccc2Cl)n1	i	.	.	.	-0.2%	.	-7%	8%	8.1%	-0.8%
O=C(CC1C(=O)NCCN1Cc1ccc(-c2ccccc2)cc1)NC1CCC1 (stereo unspecified)	i	2.7%	15	5	-0.2%	-3.0%	6%	19%	-0.1%	-0.4%
CN(CCCN1CCOCC1)Cc1cn(C)nc1-c1ccccc1F	i	-0.2%	6	6	0.3%	-9.6%	1%	5%	0.3%	0.3%
CCOc1ccc(NC(=O)CN(C)C(=O)COc2cccc(CC)c2)cc1OCC	.	.	.	.	.	.	-6%	11%	-0.1%	0.4%[50 µM]
Cc1cc(OCCN2CCCCC2)nc2ccccc12	i	-1.1%	.	.	-0.2%	-3.8%	.	7%	2.2%	-0.2%[50 µM]
CC(C)Cc1ccc(/C=C/C(=O)N2CCCCC2)cc1	i	0.3%	43	15	-2.0%	-3.9%	-3%	2%	?	0.5%
Cc1ccccc1C(=O)N1CCN(c2ncnc3c2cnn3-c2ccccc2)CC1	i	-0.5%	5	14	-0.7%	-6.2%	7%	-3%	6.8%	-0.2%
O=C(C1=C(O)C(=O)N(Cc2ccco2)C1c1cccs1)c1cccs1 (stereo unspecified)	i	-0.8%	-6	-15	0.4%	-3.0%	4%	11%	1.3%	3.6%
COc1ccc(/C=C/C(=O)OCC(=O)NCc2ccco2)c(OC)c1	i	0.3%	8	-8	-0.5%	-3.9%	-5%	26%	0.5%	0.1%
O=C(NNS(=O)(=O)c1ccccc1)Nc1ccc(F)cc1	.	.	.	.	0.1%	.	2%	11%	2.2%	0.2%
CCOc1ccc2c(c1)C(C)=CC(C)(C)N2C(=O)Nc1ccccc1	i	-0.8%	15	20	-0.4%	-3.0%	61%	20%	2.0%	-0.7%
COCCn1c(C)cc(C2=NNC(=Nc3ccc(Cl)cc3Cl)SC2)c1C	i	-0.7%	43	-1	0.2%	0.1%	-8%	11%	1.6%	2.0%
CCCOc1ccc(N/C=C/C(=O)c2ccc(OC)c(OC)c2)cc1	.	.	.	.	-0.7%	.	-3%	15%	-1.2%	0.1%
CCNc1nc(NCC)n2c(SCC(=O)c3ccccc3F)nnc2n1	i	.	5	11	-0.4%	1.0%	-12%	9%	2.2%	0.4%
COc1ccc(Cn2c(=O)[nH]c3cc(C(=O)NCCCOC(C)C)ccc3c2=O)cc1	i	-1.1%	-14	4	-0.6%	-2.9%	-2%	11%	0.4%	1.5%[50 µM]
CCc1c(O)nc(SCC(=O)Nc2ccc(Br)cc2)n(-c2ccc(C)cc2)c1=O	.	.	.	.	0.1%	.	-13%	7%	-0.9%	-0.1%
Cc1cc(=O)c2n(Cc3ccc(Cl)cc3)nc[n+]2[nH]1	i	-1.8%	3	11	-0.6%	-0.9%	-7%	11%	0.2%	-0.4%	Dengue-2 NS5 capping pilot replicate=-3.3
CC(C)N1CCC(N2CCN(C3CCCC3)CC2CCO)CC1 (stereo unspecified)	i	-0.1%	10	-14	-0.6%	1.0%	-12%	3%	-1.7%	0.4%
Cc1cc(C)cc(NC(=O)C(=S)NCc2ccccc2)c1	i	-2.5%	37	12	0.4%	-8.4%	-7%	2%	0.5%	0.5%
c1ccc2sc(N3CCCN(Cc4nc(-c5cnccn5)no4)CC3)nc2c1	i	-0.4%	2	-6	-0.5%	-9.0%	-5%	-3%	16%	0.2%
Cc1cc(NC(=O)c2cncc(Br)c2)ccc1NC(=O)c1cc2ccccc2o1	.	.	.	.	?	.	-4%	8%	1.5%	1.8%[50 µM]
O=c1c2ccccc2nc2n1C(CSCc1ccc(Cl)cc1)CS2 (stereo unspecified)	i	-0.6%	-4	-1	0.1%	-6.9%	-3%	7%	4.4%	-0.5%
COc1ccc(OC)c(CNC(=O)C2CCCN(S(=O)(=O)N3CCC(C)CC3)C2)c1 (stereo unspecified)	.	.	.	.	-0.6%	.	-10%	11%	-2.0%	-0.3%
O/N=C/c1cn(-c2ccc(Cl)cc2)nn1	i	.	5	-5	-0.3%	-8.2%	.	5%	6.9%	.
Clc1ccccc1Oc1cnc2ccccc2n1	i	-0.2%	-8	14	0.4%	-1.1%	-4%	0%	2.3%	1.1%
CSc1ncc(C(=O)Nc2ccccc2Cl)c(C)n1	.	.	.	.	-0.6%	.	-8%	15%	-0.7%	0.4%
O=C(COC(=O)c1cccnc1)c1ccc(Cl)c(Cl)c1	i	3.4%	-3	-6	1.0%	-5.4%	4%	-6%	-0.5%	0.3%
COc1ccc(-c2c(C(C)=O)c(C)nc3sc4c(c23)NC(c2ccccc2)NC4=O)cc1 (stereo unspecified)	i	0.4%	31	-5	0.4%	-1.1%	10%	6%	0.9%	0.9%
c1ccc(CC2CCN(C3=Nc4cccc5cccc3c45)CC2)cc1	.	-2.9%	60	71	.	0.5%	1%	5%	2.8%	-0.2%
Cc1ccc(OCCNC(=O)C2CCCCC2)cc1	i	-0.4%	-9	-1	-0.5%	-1.0%	-14%	9%	16%	0.1%
CCS(=O)(=O)N1CCC(C(=O)N2CCN(c3ccccc3)CC2)CC1	i	-2.0%	-11	7	-0.9%	-8.8%	-5%	15%	-0.6%	4.0%
N#C/C(=N\Nc1ccc(S(=O)(=O)N2CCCCCC2)cc1)C(N)=S	i	-1.4%	1	-5	2.2%	-2.8%	10%	2%	?	0.6%

Molecules listed so far with a nitro group on carbon, in the order listed:
SMILES	Yfh1-off respiration	ER stress rescue	WT yeast gro inh	WT yeast gro inh mutant strain	West Nile antiviral	XIAP antagonists	Dengue-2 NS5 capping	SV40 large T antigen	RSV antiviral HEp-2	UTI89 phage lysis	others
Cc1cccc(Cn2cc(/C=C/[N+](=O)[O-])c3ccccc32)c1	i	-0.2%	-20	-10	-0.1%	-18%	-33%	3%	41%	-0.2%
CC(=O)N1N=C(c2cccc([N+](=O)[O-])c2)OC1c1cccc(Br)c1 (stereo unspecified)	i	.	66*	43*	-0.3%	-4.7%	2%	0%	2.9%	2.6%
